MEP2 TOR yeast: modulators of TOR pathway MEP2-GFP in S. cerevisiae; AID 2016; 0.51% of 330,000 active; GFP response vs DMSO, % at 10 µM; S. cerevisiae MEP2-GFP strain, flow cytometry GFP, 3 h; 100% = DMSO control level;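 active means GFP response versus DMSO above a set limit, roughly screen mean plus 3 SD, cut at about 180% in these data; inconclusive means fewer than 70 cells counted for a yeast strain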;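 further: median GFP fluorescence of the barcode-gated MEP2-GFP cells per well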
LAP4-GFP MLPCN: alters LAP4-GFP fluorescence in TOR pathway yeast screen; S. cerevisiae LAP4-GFP multiplex, flow cytometry GFP, 3 h; median GFP as percent of DMSO wells; AID 2023; 0.34% of 320,000 active; GFP response vs DMSO, % at 10 µM;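 active means GFP response vs DMSO above a set limit, about the screen mean plus 3 SD, cut at about 150% in these data; inconclusive means under 70 cell events counted for the yeast strain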
GASC-1 inh: blocks human GASC-1 demethylase activity; GST-JMJD2C(1-420) H3K9me3 demethylation, DELFIA europium; inhibition, % at 2.35 µM; 0.069% of 330,000 active; AID 2099;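 active means more than half of a compound's replicate wells show inhibition beyond 50%, single wells judged on their own value; inconclusive means some, but no more than half, of replicates pass 50% inhibition; inactive means no replicate passes 50% inhibition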;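 further: signal counts dimethyl H3K9 product captured on neutravidin plate; 0% = median of DMSO wells and 100% = 0.3 times that DMSO median; strong numbers were not always called active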
Target sequence (Q9H3R0 1-420 limits assumed): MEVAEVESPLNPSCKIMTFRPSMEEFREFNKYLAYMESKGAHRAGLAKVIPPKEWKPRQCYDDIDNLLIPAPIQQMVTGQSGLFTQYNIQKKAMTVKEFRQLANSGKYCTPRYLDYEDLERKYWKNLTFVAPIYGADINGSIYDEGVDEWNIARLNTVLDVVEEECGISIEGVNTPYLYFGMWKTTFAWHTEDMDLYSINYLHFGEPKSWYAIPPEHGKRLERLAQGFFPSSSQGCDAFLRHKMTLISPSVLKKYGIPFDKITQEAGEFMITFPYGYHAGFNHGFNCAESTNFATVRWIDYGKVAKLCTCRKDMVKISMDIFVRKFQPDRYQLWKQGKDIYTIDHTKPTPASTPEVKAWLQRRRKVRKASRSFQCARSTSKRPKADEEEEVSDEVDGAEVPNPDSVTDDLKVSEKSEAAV
RPL19A TOR yeast: yeast TOR pathway RPL19A-GFP modulation. S. cerevisiae RPL19A-GFP strain, flow cytometry, 3 h; hits give low values. percent response vs DMSO, % at 10 µM. 0.3% of 330,000 active. AID 2025;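 active means percent response vs DMSO below 50%; inconclusive means fewer than 70 events counted for the yeast strain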;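 further: median channel GFP fluorescence of the barcoded RPL19A-GFP strain; ratio of sample median GFP to plate DMSO average so 100% = DMSO; lower means less RPL19A-GFP as with rapamycin TOR inhibition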
procasp7 counter: counter-screen: procaspase-7 (human) activation; recombinant procaspase-7, Ac-DEVD-pNA absorbance 405 nm; D23A/D198A/D206A triple mutant, cannot self-cleave; scale: DMSO 0, 5 µM enzyme 100; activation, % at 8.5 µM; P55210; 0.093% of 330,000 active;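 active means percent activation above the screen-wide mean plus 3 SD, cut at about 25% in these data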
Target sequence (P55210 whole entry D23A/D198A/D206A): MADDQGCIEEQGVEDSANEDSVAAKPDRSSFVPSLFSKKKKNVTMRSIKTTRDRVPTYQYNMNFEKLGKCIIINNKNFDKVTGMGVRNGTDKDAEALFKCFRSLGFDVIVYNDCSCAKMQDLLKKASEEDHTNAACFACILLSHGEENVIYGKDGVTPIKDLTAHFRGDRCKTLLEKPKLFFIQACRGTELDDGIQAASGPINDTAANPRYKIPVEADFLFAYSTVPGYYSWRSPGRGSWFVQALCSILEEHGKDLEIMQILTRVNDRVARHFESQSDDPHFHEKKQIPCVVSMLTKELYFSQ
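Assay system – Uncleavable procaspase-7 mutant enzyme · Quantity – 2 µM procaspase-7 mutant as dispensed · Times – 1 h preincubation, 2 h reaction · Dosing – single nominal 8.5 µM compound dose, 0.8% DMSO final · Buffer or medium – Zinc-free 50 mM HEPES buffer, pH 7.4, with NaCl and Triton X-100 · Detection – Epi-absorbance of released pNA at 405 nm, two timepoints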
AHR act: activators of human aryl hydrocarbon receptor. P35869. activation, % at 5 µM. 2.5% of 320,000 active. AHR-responsive luciferase reporter cells, luminescence. AID 2796; in the data active means activation above about 47%;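 further: 0% = vehicle wells and 100% = reference agonist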
Yeast superoxide: yeast age-related superoxide inhibition as caloric restriction mimetic; S. cerevisiae aged cells, superoxide DHE fluorescence; hits give low values; 0.18% of 330,000 active; superoxide response (% of plate mean), % at 10 µM;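 active means superoxide response under a set limit, about three screen SD below normal, cut at about 65% in these data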;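 further: yeast aged for seven days with compound at 30 °C before DHE staining; 100% = average MFI of all compound-treated wells on the plate with controls excluded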
procasp3 activ: activates human procaspase-3; P42574; recombinant procaspase-3 D3A, Ac-DEVD-pNA absorbance 405 nm; activation, % at 8.5 µM; 0.11% of 330,000 active; AID 463141;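 active means activation above the mean of all tested compounds plus 3 SD, cut at about 21% in these data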;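 further: 0% = DMSO alone and 100% = DMSO wells spiked with extra 5 µM PC-3 D3A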
Target sequence (P42574 whole entry D9A/D28A/D175A): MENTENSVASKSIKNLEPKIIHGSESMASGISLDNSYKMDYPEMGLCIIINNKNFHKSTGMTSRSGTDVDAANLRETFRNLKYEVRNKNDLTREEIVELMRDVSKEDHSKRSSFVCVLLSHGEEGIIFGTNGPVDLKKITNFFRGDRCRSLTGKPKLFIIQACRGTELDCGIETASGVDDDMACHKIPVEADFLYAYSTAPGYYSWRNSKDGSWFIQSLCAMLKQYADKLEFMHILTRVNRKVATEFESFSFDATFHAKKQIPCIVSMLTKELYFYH
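Test system: Procaspase-3 D3A mutant, all three cleavage aspartates alanine | Dosing: Single dose, 8.5 µM nominal compound, 0.8% DMSO | Schedule: 1 h preincubation, 2 h reaction | Technique: 405 nm absorbance of p-nitroaniline, reads at 0 and 120 min | Repeats: One well per compound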
* = called active by the depositor; ? = inconclusive; . = no result given; & = joins results of further samples. Not a hit list. Share with any hit: about 3.8%.

SMILES	MEP2 TOR yeast	LAP4-GFP MLPCN	GASC-1 inh	RPL19A TOR yeast	procasp7 counter	AHR act	Yeast superoxide	procasp3 activ
COC(=O)C(Cc1ccc(OC(=O)c2ccccc2Cl)cc1)N1Cc2ccccc2C1=O (stereo not drawn)	102	102	-3	96	-6	2	94	-8
CSc1ccc(CN2CCN(C3CCCC3)C(CCO)C2)cc1 (stereo not drawn)	105	98	-1	100	5	0	111	11
C=CCN1C(=O)/C(=C\c2ccc(Oc3nc(N4CCOCC4)nc(N4CCOCC4)n3)c(OC)c2)SC1=S	106	103	8	98	-6	0	80	-5
S=C(NC1CCCCCC1)NC1CCCC1	102	101	-9	103	1	-1	97	-2
CCc1cccc2c1NC(=O)C2(O)N1CCCC(C)C1 (stereo not drawn)	105	99	8	105	-3	12	110	4
Cc1cc(F)ccc1NCC(=O)Nc1ccccc1Br	108	105	-35	108	0	0	96	-6
CC(C)C(NC(=O)c1ccccc1F)C(=O)NCCCn1ccnc1 (stereo not drawn)	102	102	6	100	8	7	101	5
O=C(CSc1nc(Nc2ccccc2)nc(N2CCOCC2)n1)Nc1ccccc1Cl	99	79	6	113	-2	1	97	7
COc1ccc(C2C(C(=O)N3CCOCC3)CCC(=O)N2c2ccc(OC)cc2)cc1 (stereo not drawn)	88	.	-2	91	2	-1	82	1
Cc1ccc(NC(=O)c2ccc(F)cc2)nc1	92	96	0	92	-2	-2	92	5
CCOC(=O)N1CCN(CC(=O)Nc2nc3ccc(OC)cc3s2)CC1	106	92	9	103	-18	4	95	0
CC(C)c1ccc(-c2nnc(N)s2)cc1	105	97	17	107	-4	43	104	2
CCN(CC)CCNCc1ccc(OCc2ccc(Cl)nc2)c(OC)c1	102	100	3	107	-2	1	117	3
COc1cc(C(=O)OCC(=O)NC(=O)C2CCCCC2)ccc1OC(F)F	129	119	-4	88	9	2	93	3
Cc1ccnc(NC(=O)Cc2c(F)cccc2Cl)c1	100	88	-8	102	2	7	98	-8
COc1ccc(NS(=O)(=O)c2ccc(NC(=S)NC(=O)CC(C)C)cc2)cc1	102	100	-15	97	-4	4	100	-1
O=C(Cc1cnc2ncnn2c1)N1CCc2c([nH]c3ccccc23)C1c1ccccn1 (stereo not drawn)	92	89	-12	89	4	16	94	-3
CC(=O)Nc1ccc(S(=O)(=O)N2CCC(NC(=O)c3ccccc3)CC2)cc1	106	91	-20	106	-6	1	92	3
CC(C)N(C(=O)COC(=O)[C@@H]1CC(O)CN1S(=O)(=O)c1ccccc1[N+](=O)[O-])C(C)C (stereo partly drawn)	112	94	6	104	7	0	89	-2
NC(=S)Nc1nc2ccccc2s1	101	116	-3	97	-3	19	115	-4
O=c1[nH]c(/C=C\c2ccccc2F)nc(O)c1[N+](=O)[O-]	114	97	0	102	9	0	103	1
COC(=O)[C@H](CC(C)C)NC(=O)NCCCc1ccccc1	107	103	3	105	0	3	98	-6
CCOC(=O)C1=C(C)NC(C)=C(C(=O)OCC)C1c1ccc(O)cc1	101	104	-13	98	-1	10	93	1
COc1ccc(N2CCN(Cc3cc(=O)oc4ccc5ccccc5c34)CC2)cc1	109	101	-9	100	4	12	95	9
COc1cc(CN2CCC(CO)(Cc3cccc(C(F)(F)F)c3)CC2)ccc1F	98	103	-13	98	8	-2	95	6
CCCCCOc1ccc(NC(=O)C(=O)NCCCn2ccnc2)cc1	92	96	2	92	3	35	99	-5
COc1ccc(CNC(=O)C2CCCN(c3nn4c(=O)cc(C)nc4s3)C2)cc1 (stereo not drawn)	109	99	11	104	13	0	100	1
O=C(O)C1CC=CCC1C(=O)Nc1ccc2c(c1)CCC2 (stereo not drawn)	96	102	3	98	6	5	109	-2
Cc1ccc2nc(-c3ccc(NC(=O)CN4CCN(C(=O)c5ccco5)CC4)cc3)sc2c1	96	98	20	97	-5	1	108	-3
CCc1nc(OCC(=O)c2ccccc2)c(C#N)c2c1COC(C)(C)C2	102	97	-5	95	-3	13	106	-9
CC(=O)NS(=O)(=O)c1ccc(NC(=O)/C=C/c2ccccc2Cl)cc1	96	88	1	95	2	7	92	-2
O=C(CNCc1ccccn1)Nc1cc(C(F)(F)F)ccc1N1CCOCC1	99	91	0	99	1	3	106	-1
O=C(c1ccco1)N1CCN(C23CC4CC(CC(C4)C2)C3)CC1	93	97	4	98	0	7	103	-4
CCN(C(=O)COC(=O)/C=C/c1ccccc1[N+](=O)[O-])C1CCS(=O)(=O)C1 (stereo not drawn)	92	87	-1	99	-1	12	106	4
CC(NC(=O)COC(=O)CCc1ccc(S(=O)(=O)N2CCOCC2)cc1)C1CC2CCC1C2 (stereo not drawn)	100	91	-1	104	2	3	99	6
O=C(CCNS(=O)(=O)c1ccc(Cl)cc1)N1CCC2(O)CCCCC2C1 (stereo not drawn)	107	98	22	99	7	2	104	7

Reprinted at random: 2 entries already listed, in no set order.
SMILES	MEP2 TOR yeast	LAP4-GFP MLPCN	GASC-1 inh	RPL19A TOR yeast	procasp7 counter	AHR act	Yeast superoxide	procasp3 activ
CC(NC(=O)COC(=O)CCc1ccc(S(=O)(=O)N2CCOCC2)cc1)C1CC2CCC1C2 (stereo not drawn)	100	91	-1	104	2	3	99	6
COc1ccc(CNC(=O)C2CCCN(c3nn4c(=O)cc(C)nc4s3)C2)cc1 (stereo not drawn)	109	99	11	104	13	0	100	1

Further results
SMILES	MEP2 TOR yeast	LAP4-GFP MLPCN	GASC-1 inh	RPL19A TOR yeast	procasp7 counter	AHR act	Yeast superoxide	procasp3 activ
COc1ccccc1CNC(=O)N1CCN(c2ccccc2)CC1	100	99	10	102	-2	3	125	1
Cc1ccc2cc(C(c3nnnn3CC3CCCO3)N3CCc4ccccc4C3)c(=O)[nH]c2c1 (stereo not drawn)	90	89	10&-3	86	-36	16	98	-17
Cc1cccc(N2CCN(S(=O)(=O)c3c(C)[nH]c(C)c3C(=O)N3CCCC3)CC2)c1C	104	95	-8	105	8	24	94	0
COc1ccc(C(=O)Cc2ccc3c(c2)OCO3)c(O)c1	101	106	-3	104	7	5	90	10
COC(=O)Nc1ncc(CN2CCCCC2)s1	95	93	-1	97	-6	-2	81	4
O=C(CN1CCN(S(=O)(=O)c2ccc(Br)cc2)CC1)N/N=C/c1ccc(Br)s1	100	104	-5	100	-1	-1	96	3
Cc1nc(NCC2CCCO2)c2nnn(Cc3ccccc3Cl)c2n1 (stereo not drawn)	?	?	0	.	-8	5	105	-2
CN(C)S(=O)(=O)c1ccc(N2CCCC2)c(C(=O)NC2(C)CCS(=O)(=O)C2)c1 (stereo not drawn)	102	108	0	100	4	12	91	-5
Cc1ccc(S(=O)(=O)Cn2nnnc2C(C(C)C)N2CCC(C(N)=O)CC2)cc1 (stereo not drawn)	81	96	20	96	0	-2	104	2
COCCn1c(SCC(=O)Nc2ccccc2OC)nc2ccccc2c1=O	97	99	5	97	11	4	98	6
CCc1oc2c(C)c(O)ccc2c(=O)c1-c1ccc2ccccc2n1	97	92	52	93	-2	6	97	6
NS(=O)(=O)c1cccnc1Nc1cccc(Cl)c1	107	97	8	101	11	3	108	1
Cc1ccc(-n2ncc3c2CCCC3NC(=O)c2ccccc2N2CCOCC2)cc1C (stereo not drawn)	97	105	8	104	-1	1	113	3
Fc1cc(NC(=S)NCc2ccc(CNC(=S)Nc3ccc(Cl)c(F)c3)cc2)ccc1Cl	100	97	8	100	-1	1	73	12
FC(F)Oc1ccc(-n2cc(-c3ccc(Cl)cc3)[n+]3c2CCCCC3)cc1	98	106	-12	102	9	-1	77	2
COc1ccc2oc(C(=O)N3CCc4ccccc43)c(C)c2c1	?	?	-1	?	-3	-2	97	-1
O=C(c1ccc(-n2cncn2)c([N+](=O)[O-])c1)N1CCN(S(=O)(=O)c2ccc(Br)cc2)CC1	104	110	-1	102	-1	1	119	-2
COc1ccccc1CN1CC(C(=O)N2CCC(C(=O)c3ccccc3)CC2)CCC1=O (stereo not drawn)	105	104	-12	104	-2	3	130	-3
CCc1ccc(-c2cc(C)no2)cc1S(=O)(=O)Nc1cc(C)ccn1	99	110	-3	102	3	0	96	-9
C=CCN(CC=C)C(=O)CN1C(=O)NC(Cc2c[nH]c3ccccc23)C1=O (stereo not drawn)	113	98	5	105	8	2	92	4
COc1ccccc1NC(=O)CCN1C(=O)/C(=C/c2cc(OC)c(OC)c(OC)c2)SC1=S	103	90	7	104	1	2	98	-2
CC(CP(=O)(O)O)NC(=O)Cc1ccccc1 (stereo not drawn)	99	93	-21	102	0	3	88	1
Cc1ccc(NC(=O)c2cc3cccc([N+](=O)[O-])c3[nH]2)cc1	82	103	3	92	-2	71*	109	1
CCN(C(=O)COC(=O)c1cnc(C)cn1)c1c(N)n(Cc2ccccc2)c(=O)[nH]c1=O	102	104	1	102	10	0	85	-1
Cc1cccc(Nc2nnc(SCC(=O)NC(=O)Nc3ccc4c(c3)OCCO4)s2)c1	109	98	0	106	3	1	110	1
CCCCn1c(N)c(N(CCOC)C(=O)CSCC(=O)Nc2cccc(C)c2)c(=O)[nH]c1=O	100	106	15	95	10	2	94	4
O=C(NCCCn1ccnc1)C1CCCN(S(=O)(=O)c2cc(Cl)ccc2Cl)C1 (stereo not drawn)	106	95	9	107	22	13	98	2
O=S(=O)(NCc1ccccc1)c1cccc2cccnc12	102	98	8	101	3	-1	99	16
COc1ccc(C2/C(=C(\O)c3ccc4c(c3)OCCO4)C(=O)C(=O)N2CCCn2ccnc2)cc1 (stereo not drawn)	95	85	-5	92	-64	0	90	-7
O=C(NCc1ccccc1)/C(=C\c1ccccc1)NC(=O)c1ccco1	107	95	4	94	5	1	102	7
COCCCN(C(C)=O)c1nc(-c2ccc(OC)cc2)cs1	103	105	13	99	-10	17	80	6
COc1ccc(C(=O)/C=C/Nc2cc(C)on2)c(OC)c1	103	107	-5	100	4	3	100	7
CC(C)c1nc2sc3c(c2c(=O)n1N)CC(C)(C)OC3	97	99	10	97	-14	0	101	-2
Cc1cccc(OCC(=O)Nc2ccc(C(=O)Nc3ccccc3C(=O)O)cc2)c1C	98	67	13	105	0	3	103	6
Cc1ccccc1C(=O)N1CCN(c2ccc(NC(=O)c3ccc4c(c3)OCCO4)cc2)CC1	112	106	?	102	-1	-5	85	3
CC(=O)c1cccc(S(=O)(=O)NCC(C)(C)N2CCOCC2)c1	104	106	13	105	7	1	119	-6
COC(=O)CON1C(=O)c2ccccc2C1=O	94	96	-7	91	4	0	95	4
CCC(CC)c1nnc(NC(=O)CCS(=O)(=O)Cc2ccccc2)s1	105	94	1	101	-4	4	100	-3
O=C(N/N=C/c1cc(Cl)c(O)c(Cl)c1)c1cc2c(ccc3ccccc32)o1	92	92	5	98	-14	-1	123	3

Some entries already given, showing only AHR act and procasp7 counter.
smiles | AHR act | procasp7 counter
O=S(=O)(NCc1ccccc1)c1cccc2cccnc12 | -1 | 3
COc1ccc(C2/C(=C(\O)c3ccc4c(c3)OCCO4)C(=O)C(=O)N2CCCn2ccnc2)cc1 (stereo not drawn) | 0 | -64
O=C(NCc1ccccc1)/C(=C\c1ccccc1)NC(=O)c1ccco1 | 1 | 5
COCCCN(C(C)=O)c1nc(-c2ccc(OC)cc2)cs1 | 17 | -10
COc1ccc(C(=O)/C=C/Nc2cc(C)on2)c(OC)c1 | 3 | 4
